# GPR35 antagonists – GPR35 antagonists blocking zaprinast-driven arrestin recruitment, primary screen, imaging, U2OS, beta-arrestin-GFP, zaprinast agonist (AID 2058); U2OS GPR35 beta-arrestin-GFP translocation imaging, zaprinast antagonism; higher % means a stronger effect; inhibition, % at 10 µM; hits with a dose series show IC50 in µM; actives 0.052% (n = 290,000);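 active = inhibition of at least 50% with at least 30 cells and total cytoplasm GFP at most 10,000,000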
# Myeloid diff 2 – compounds promoting myeloid differentiation; ER-HoxA9 myeloid progenitors, lysozyme-GFP differentiation, flow cytometry; calls only at 10 µM; actives 1% (n = 360,000);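 active = normalized GFP-positive differentiation at or above the plate's own cutoff, the solvent-only control mean plus 3 SD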;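 note: cells exposed to compound for four days before flow analysis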
# KOR beta-arrestin-1 – KOR agonists, beta-arrestin recruitment, primary screen, cell-based, luminescence, uHTS (AID 1777); actives 0.02% (n = 280,000); activation, % at 10 µM; hits with a dose series show EC50 in µM; KOR beta-arrestin recruitment, luminescence; higher % means a stronger effect; in the data active = activation above about 50%, passing the limit was not always enough; note: a part of the inactive calls stands beside numbers as strong as those of hits
# HEK293 NOD2/NF-kB – inhibition of NOD2-driven NF-kB reporter – cell-based, luminescence, uHTS, HEK293 (AID 1566); one-dose inhibition, % at 4 µM; EC50 in µM for titrated hits; actives 0.63% (n = 290,000); HEK293 NOD2/NF-kB luciferase reporter, luminescence; higher % means a stronger effect; note: many of its hits are not listed in these tables
# HIV fusion peptide – cell-free HIV fusion peptide-binding blockers – biochemical, uHTS, fluorescence dequenching, primary screen (AID 1986); cell-free peptide binding, fluorescence dequenching, 30 min; higher % means a stronger effect; inhibition, % at 20 µM, or IC50 in µM where a hit was titrated; actives 0.3% (n = 290,000); in the data active = inhibition mostly above about 52%, no sharp cut-off; inactive = mostly below about 76%; note: some results filed as inactive read as strong as hits
# GPR55 antagonists – inhibition of LPI-stimulated GPR55 beta-arrestin translocation – imaging, U2OS, beta-arrestin-GFP, LPI agonist, primary screen (AID 2013). U2OS GPR55 beta-arrestin-GFP translocation imaging, LPI antagonism; higher % means a stronger effect. inhibition, % at 10 µM, or IC50 in µM where a hit was titrated. actives 0.13% (n = 290,000);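 active = spots per cell inhibited over 60%, with over 100 cells counted and total cytoplasm intensity under 500,000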;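 note: U2OS cells stably carrying GPR55 and arrestin-GFP stimulated by 5 µM LPI near EC80; imaged beta-arrestin-GFP aggregate spots per cell after agonist stimulation; plate controls were LPI-stimulated DMSO wells for no effect and DMSO wells without LPI for full effect; some results filed as inactive read as strong as hits; confirmed hits need IC50 under 10 µM and bright autofluorescent wells are also inconclusive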
# NOD1 inhibition – inhibition of NOD1-driven NF-kB reporter – cell-based, luminescence, uHTS, primary screen (AID 1578). actives 1% (n = 290,000). one-dose inhibition, % at 4 µM; EC50 in µM for titrated hits. NOD1-driven NF-kB luciferase reporter cells, luminescence; higher % means a stronger effect; in the data active = inhibition mostly above about 36%, no sharp cut-off; inactive = mostly below about 34%;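 note: HEK-293T reporter cells stimulated with the NOD1 agonist gamma-tri-DAP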
# GPR55 beta-arrestin – GPR55 agonists via beta-arrestin recruitment, primary screen, imaging, U2OS cells, beta-arrestin-GFP redistribution (AID 1961) | U2OS GPR55 beta-arrestin-GFP redistribution imaging; higher % means a stronger effect | activation, % at 10 µM, or EC50 in µM where a hit was titrated | actives 0.048% (n = 290,000);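 active = activation above 40% with more than 50 cells counted in the well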;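 note: U2OS osteosarcoma cells stably expressing GPR55 and beta-arrestin-GFP; plate controls were DMSO negative control for no effect and LPI positive control for full effect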
# KOR beta-arrestin-2 – KOR antagonists, beta-arrestin recruitment, cell-based, luminescence, uHTS (AID 1778). KOR beta-arrestin recruitment, luminescence, antagonist mode; higher % means a stronger effect. inhibition, % at 10 µM, or IC50 in µM where a hit was titrated. actives 0.091% (n = 290,000); note: strong numbers were not always called active
# Myeloid diff 2 GFP+ MAC1+ % – further read-out of Myeloid diff 2, marked with its call; GFP+ MAC1+ double positive, %; measured here: differentiation confirmed by MAC1 staining
# * hit, by the source's call; i = inactive; · = not tested or not shown; [ ] = remark or other dose. Cut-off read from the data, not from the text of the source, unless noted: active = inhibition above about 50%; inactive = the rest.
SMILES,GPR35 antagonists,Myeloid diff 2,Myeloid diff 2 GFP+ MAC1+ %,KOR beta-arrestin-1,HEK293 NOD2/NF-kB,HIV fusion peptide,GPR55 antagonists,NOD1 inhibition,GPR55 beta-arrestin,KOR beta-arrestin-2
CN(C)c1ccc(/C=C2\C(=N)N3C(=NC2=O)Sc2cc(S(C)(=O)=O)ccc23)cc1,-3.0%,·,·,-1.2%,26.3%,145.4%,8.6%,1.0%,-0.1%,-151.0%
Cc1ccc(S(=O)(=O)/N=C/c2cc(Br)ccc2O)cc1,-2.3%,i,0.2,-0.8%,5.7%,-1.0%,-0.4%,-2.2%,-0.3%,3.1%
COCCNC(=O)CS(=O)Cc1nc(-c2ccccc2C)oc1C (stereo unspecified),0.8%,i,2.0,-2.0%,20.6%,-2.0%,14.1%,12.8%,-0.1%,13.1%
CN1CCN(CCNC(=O)Nc2ccc([N+](=O)[O-])cc2)CC1,0.9%,i,0.3,0.2%,-3.2%,-0.2%,-3.7%,-19.0%,-0.3%,-5.2%
O=C(O)c1cc(C(=O)O)cc(-c2ccc(/C=c3/sc4nc5ccccc5n4c3=O)o2)c1,-7.8%,·,·,-4.3%,-5.3%,63.3%*,5.1%,-40.3%,-0.1%,-4.5%
O=C(c1ccccn1)N(c1ccccc1)C1(C(=O)NC2CCCCC2)CCCCC1,-9.6%,i,0.3,5.3%,-9.4%,0.7%,12.3%,-21.5%,-0.2%,-6.6%
CC(=O)c1ccc(N2C(=O)[C@@H]3[C@H](C2=O)[C@H]2c4ccccc4C=NN2[C@@H]3C(C)=O)cc1,-6.4%,i,0.4,4.2%,9.3%,-1.0%,-4.9%,0.9%,0.1%,-12.5%
CCc1ccc2[nH]c(=O)c(Cc3ccccc3)c(O)c2c1,15.3%,i,0.9,2.3%,14.1%,-1.3%,1.2%,-11.5%,0.3%,10.2%
O=C(c1cc(-c2ccccn2)nc2ccc(Cl)cc12)N1CCN(CCc2ccccc2)CC1,-7.1%,i,0.6,-1.1%,21.9%,5.6%,-5.6%,-15.2%,-0.1%,-98.1%[20 µM]
CCC(CCC(=O)Nc1cccc([N+](=O)[O-])c1)C(=O)O (stereo unspecified),6.7%,i,0.0,1.9%,13.6%,1.0%,2.1%,-7.1%,-0.2%,3.3%
O=c1[nH]c2c(c(=O)[nH]1)CCC2,-12.1%,i,0.4,3.3%,11.8%,1.1%,4.1%,-44.4%,0.3%,-1.2%
O=C(O)CCCn1cc(NC(=O)COc2ccccc2[N+](=O)[O-])cn1,-0.5%,i,0.1,4.5%,0.0%,-1.4%,8.8%,-24.7%,0.7%,1.6%
CSc1nsc(SC)c1NC(=O)N1CCCC1,7.9%,i,7.6,-0.3%,6.1%,0.8%,-0.5%,-0.2%,-0.1%,-5.0%
CC(O)CN1CC(O)=C(c2nc3ccccc3s2)C1=N (stereo unspecified),-6.8%,i,0.4,-3.2%,-3.8%,1.4%,-1.5%,-31.8%,-0.4%,-24.8%
NNC(=O)c1ccncc1,8.9%,i,2.2,-3.5%,20.7%,2.4%,5.1%,-16.9%,0.2%,-21.9%
CC(=O)N(CCP(=O)(c1ccccc1)c1ccccc1)Cc1ccco1,8.6%,i,1.1,-1.5%,16.8%,-0.9%,12.0%,8.5%,-0.3%,-25.0%
COc1cc(NC(=S)NCCN2CCOCC2)cc(OC)c1OC,2.8%,i,0.2,2.1%,6.9%,2.3%,7.7%,-18.2%,0.9%,-4.8%
CSCc1cc(N(C)C)nc(SCc2ccc(Cl)cc2Cl)n1,16.2%,i,4.2,-2.2%,10.5%,2.4%,10.9%,-1.2%,0.0%,-9.3%
Cc1ccnc(N2CCN(C(=O)CSc3nc4ccccc4nc3N3CCCCC3)CC2)c1,-5.5%,i,0.5,-1.5%,-5.6%,-2.0%,50.8%,-5.9%,0.2%,22.4%
CC(C)C(C(=O)Nc1nccs1)c1ccc(Cl)cc1 (stereo unspecified),0.3%,i,0.7,-3.9%,10.6%,2.9%,5.3%,-32.0%,-0.4%,11.0%
Cc1cccc(OCC(O)Cn2c(=N)n(CCN3CCCCC3)c3ccccc32)c1 (stereo unspecified),-10.2%,i,1.2,·,-21.1%,-1.4%,-4.8%,-78.4%,-0.3%,·
COc1ccc(S(=O)(=O)N2CCN(C/C=C/c3ccccc3)CC2)cc1F,5.9%,i,1.5,3.4%,-12.7%,-0.8%,-4.8%,-1.2%,-0.2%,-10.5%
OCC1(CCc2ccccc2)CCN(Cc2cc(Cl)ccc2O)CC1,-1.9%,i,0.4,·,12.1%,-0.2%,-2.8%,-33.5%,0.5%,13.3%
Cc1cc(=O)n2nc(N3CCCC(C(=O)NCCc4ccccc4)C3)sc2n1 (stereo unspecified),-9.1%,i,0.8,2.3%,-0.4%,-2.3%,-0.5%,-17.5%,-0.1%,10.4%
Cc1nc2nc[nH]n2c(=O)c1CCOC(=O)c1c(F)cccc1F,-17.6%,i,0.1,-3.5%,-12.2%,1.3%,15.2%,-8.6%,-0.2%,11.9%

# Profiles, looked up by structure. Values in the order: GPR35 antagonists	Myeloid diff 2	Myeloid diff 2 GFP+ MAC1+ %	KOR beta-arrestin-1	HEK293 NOD2/NF-kB	HIV fusion peptide	GPR55 antagonists	NOD1 inhibition	GPR55 beta-arrestin	KOR beta-arrestin-2
# O=c1[nH]c2c(c(=O)[nH]1)CCC2 reads -12.1%	i	0.4	3.3%	11.8%	1.1%	4.1%	-44.4%	0.3%	-1.2%
# O=C(c1ccccn1)N(c1ccccc1)C1(C(=O)NC2CCCCC2)CCCCC1 reads -9.6%	i	0.3	5.3%	-9.4%	0.7%	12.3%	-21.5%	-0.2%	-6.6%
# CN1CCN(CCNC(=O)Nc2ccc([N+](=O)[O-])cc2)CC1 reads 0.9%	i	0.3	0.2%	-3.2%	-0.2%	-3.7%	-19.0%	-0.3%	-5.2%

# Following part:
SMILES,GPR35 antagonists,Myeloid diff 2,Myeloid diff 2 GFP+ MAC1+ %,KOR beta-arrestin-1,HEK293 NOD2/NF-kB,HIV fusion peptide,GPR55 antagonists,NOD1 inhibition,GPR55 beta-arrestin,KOR beta-arrestin-2
CCCn1c(C(C)NC(=O)c2ccccc2)n[nH]c1=S (stereo unspecified),6.9%,i,0.9,3.0%,-27.7%,-0.3%,7.0%,2.2%,-0.2%,-28.8%
Cc1onc(-c2ccccc2Cl)c1C(=O)Nc1sc2c(c1C(N)=O)CCC(C)C2 (stereo unspecified),-24.0%,i,0.5,-4.8%,0.1%,0.5%,3.0%,-8.0%,0.3%,-19.8%
Cc1ccc(OCC(=O)N/N=C/c2cn(C)c3ccccc23)cc1,0.6%,i,0.8,3.1%,-1.6%,-0.9%,0.3%,0.0%,-0.1%,-25.2%
CC(=O)N1c2ccc(S(=O)(=O)NCCC(=O)NCc3ccc(Cl)cc3)cc2CC1C (stereo unspecified),-1.5%,i,2.2,-2.9%,15.0%,2.0%,4.7%,4.8%,-0.2%,-43.1%
CCC(Sc1nc(C)cc(=O)[nH]1)C(=O)Nc1ccc(Cl)cn1 (stereo unspecified),-10.9%,i,1.2,-3.0%,2.2%,-0.2%,-5.9%,2.7%,-0.1%,-5.6%
Cc1ccccc1OCC(=O)NNC(=O)Nc1ccccc1,6.1%,i,0.5,·,-6.0%,-1.5%,7.7%,-13.2%,-0.1%,-35.9%[20 µM]
O=[N+]([O-])c1ccccc1S(=O)(=O)NC1CC2CCC1C2 (stereo unspecified),3.8%,i,0.7,1.1%,-8.8%,2.7%,-2.0%,-29.5%,-0.2%,16.1%
CCOP(=O)(OCC)C(NC(=O)Nc1ccc(Cl)cc1)c1ccccc1 (stereo unspecified),12.9%,i,0.5,-0.8%,6.9%,0.6%,-1.2%,-38.3%,1.2%,-10.5%
O=C(OCC(=O)N(C1CCCCC1)C1CCCCC1)c1ccncc1,9.9%,i,0.0,1.9%,-0.3%,-1.6%,5.0%,-0.9%,0.1%,8.0%
O=C(Nc1cccc(-c2cscn2)c1)C1CCN(Cc2ccccn2)CC1,5.9%,i,4.5,2.4%,15.1%,-0.2%,7.5%,-15.5%,-0.2%,-4.6%
Cc1cc(=O)[nH]c(SCC(=O)c2ccc(O)c(O)c2)n1,12.6%,i,0.7,-5.4%,6.2%,16.2%,4.5%,-19.7%,0.5%,-6.9%[20 µM]
COc1ccc(-n2c(C)c(C)c3c(NCCCN(C)C)ncnc32)cc1,4.1%,i,0.3,4.2%,-7.5%,-0.2%,0.5%,7.6%,-0.1%,-25.3%
C[C@@H]1C=C(C(=O)NC2CC2)O[C@H](OCc2ccc(CO)cc2)C1,8.5%,i,1.3,1.0%,9.5%,1.4%,6.2%,-2.8%,-0.1%,-1.8%
Fc1ccc(Nc2nc(Oc3ccc4c(c3)OCO4)nc(N3CCOCC3)n2)c(F)c1,26.5%,i,0.3,0.7%,19.3%,10.7%,-0.9%,-12.9%,-0.2%,0.7%
O=C(O)c1cc2c(cn1)[nH]c1ccccc12,-14.1%,i,0.3,1.5%,-0.6%,15.9%,-7.9%,-8.9%,0.0%,-25.7%
CC(Oc1ccc([N+](=O)[O-])cc1)C(=O)NCC1CCCO1 (stereo unspecified),-2.1%,i,0.1,-3.7%,1.5%,-1.0%,7.5%,-27.5%,0.0%,1.5%
COc1ccc(CCN(C)C2CCCN(C(=O)Cn3cnnn3)C2)cc1OC (stereo unspecified),21.0%,i,0.5,5.6%,-4.1%,-2.3%,9.9%,2.2%,0.8%,-6.3%
COC(=O)CSc1nnc(CNC(=O)c2cccc(C)c2)n1-c1ccccc1OC,3.7%,i,2.2,-4.4%,8.4%,-1.8%,18.3%,2.6%,-0.1%,21.8%
Cc1ccc(S(=O)(=O)Nc2cccc(-c3ccc4nnc(C)n4n3)c2)s1,-11.9%,i,0.0,-3.2%,-16.0%,1.3%,4.6%,-20.6%,-0.5%,-7.8%
Cc1ccc(-c2nn(-c3cccc(F)c3)cc2CNCc2cccnc2)o1,-11.0%,i,1.2,1.2%,-10.4%,0.2%,5.4%,-16.0%,-0.2%,-33.6%
COc1ccc(CC(=O)Nc2cc(Cl)ccc2C(=O)O)cc1,17.4%,i,0.4,·,18.5%,9.1%,-4.3%,-34.7%,-0.1%,12.3%[20 µM]
c1ccc(C(c2ccccc2)N2CCN(Cc3nnnn3C3CCCCC3)CC2)cc1,-7.9%,i,1.4,3.3%,4.8%,-0.9%,10.0%,-33.2%,0.3%,-19.9%
COc1ccc(NC(=O)N(C2CCCCC2)C2CCN(C(C)C)CC2)c(OC)c1,-15.0%,i,2.5,-0.2%,-13.8%,6.3%,-14.2%,-31.8%,-0.2%,-7.1%
CC1CCCCC1NC(=O)C1CCN(S(=O)(=O)N2CCC3(CC2)OCCO3)CC1 (stereo unspecified),2.1%,i,7.4,0.3%,-2.7%,-2.6%,-6.3%,17.0%,-2.0%,7.1%
C=CCNC(=O)/C(C#N)=C/c1c(C)nn(-c2ccccc2)c1Cl,3.5%,i,0.1,3.0%,12.0%,-2.6%,14.9%,30.9%,0.7%,-32.8%

# This is a subset (hit frequency here may not be typical).
